M5 ag: agonists of human muscarinic M5 receptor (CHRM5). P08912. activation, % at 3 µM. hit rate 0.19% among 360,000. CHO-K1 hM5 cells, Fluo-8 calcium fluorescence; 0% DMSO wells, 100% maximal acetylcholine response. AID 624037;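 active means activation above the run's mean over test compounds plus 3 SD, cut at about 23% in these data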;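 further: signal is peak over basal fluorescence ratio across the kinetic read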
Target sequence (P08912 whole entry, looked up): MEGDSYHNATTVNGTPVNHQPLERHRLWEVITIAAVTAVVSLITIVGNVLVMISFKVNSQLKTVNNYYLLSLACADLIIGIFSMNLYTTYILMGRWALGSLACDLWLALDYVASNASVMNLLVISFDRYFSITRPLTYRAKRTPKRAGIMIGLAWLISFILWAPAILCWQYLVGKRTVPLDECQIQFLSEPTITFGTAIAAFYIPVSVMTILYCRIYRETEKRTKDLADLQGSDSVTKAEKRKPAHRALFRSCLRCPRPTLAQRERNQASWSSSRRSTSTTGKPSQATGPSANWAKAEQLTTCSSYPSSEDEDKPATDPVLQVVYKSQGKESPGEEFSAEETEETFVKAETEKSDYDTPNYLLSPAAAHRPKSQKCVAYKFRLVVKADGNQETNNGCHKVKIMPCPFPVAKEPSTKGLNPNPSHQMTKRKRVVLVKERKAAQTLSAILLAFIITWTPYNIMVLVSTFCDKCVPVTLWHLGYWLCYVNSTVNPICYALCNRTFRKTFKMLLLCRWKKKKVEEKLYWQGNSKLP
TAAR1 ag: agonists of human TAAR1. Q96RJ0. CHO RD-HGA16 TAAR1, Fluo-8 calcium fluorescence; vehicle wells 0%, saturating PEA agonist 100%. activation, % at 3 µM. hit rate 0.99% among 360,000;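 active means activation above the mean activation of all test compounds in the run plus 3 SD, cut at about 38% in these data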
Target sequence (Q96RJ0 whole entry, looked up): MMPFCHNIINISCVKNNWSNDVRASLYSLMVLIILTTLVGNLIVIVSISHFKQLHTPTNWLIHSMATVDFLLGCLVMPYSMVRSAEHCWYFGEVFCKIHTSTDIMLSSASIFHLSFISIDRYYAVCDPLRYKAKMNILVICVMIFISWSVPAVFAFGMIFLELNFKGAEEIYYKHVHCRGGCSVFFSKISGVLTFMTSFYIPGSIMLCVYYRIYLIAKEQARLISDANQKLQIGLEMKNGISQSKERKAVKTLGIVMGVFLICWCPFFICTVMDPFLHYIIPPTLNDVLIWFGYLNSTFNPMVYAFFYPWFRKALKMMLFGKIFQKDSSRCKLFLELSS
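System: CHO RD-HGA16 cells carrying human TAAR1 plus Gα16; Incubation: 17-24 h seeding, 75 min 37 °C dye, 30 min RT; Measured by: Fluo-8 fluorescence, 5 s baseline then 140 s kinetic read; Control set: DMSO and PEA EC100; Replication: single well for each compound.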
TAAR1 antagonist: antagonists of human TAAR1. Q96RJ0. CHO RD-HGA16 TAAR1, Fluo-8 calcium fluorescence, antagonist. inhibition, % at 3 µM. hit rate 1.5% among 360,000. AID 624466;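 active means inhibition above a per-plate cutoff, the mean inhibition of test compounds on that plate plus 3 SD, cut at about 49% in these data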;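 further: 0% = DMSO plus EC80 beta-PEA response and 100% = DMSO alone without agonist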
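test system = CHO RD-HGA16 cells bearing hTAAR1 | replication = singlicate | controls = DMSO-only wells and EC80 β-PEA-stimulated wells | reagent = EC80 β-phenethylamine stimulus | read-out basis = percent inhibition of PEA-evoked calcium signal, max/basal emission ratio | schedule = seeding 17-24 h prior, 75-min 37 °C, 30-min RT dye loading | signal = kinetic Fluo-8 calcium fluorescence measurement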
CHRM4 PAM: potentiates acetylcholine response at human M4 receptor | P08173 | CHO-K1 hM4/Gqi5, Fluo-8 calcium fluorescence, ACh EC20; 0% = ACh EC20, 100% = maximal ACh | activation, % at 3 µM | hit rate 0.4% among 360,000 | AID 624126;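 active means activation above its plate's cutoff, the mean activation of sample wells plus 3 SD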; further: some results filed as inactive read as strong as hits
CHO-K1 Ca PAM: counter-screen for M1 PAMs: effect in parental CHO-K1 cells; activation, % at 3 µM; ATP EC20, Fluo-8 calcium fluorescence; 0% at ATP EC20, 100% at ATP max; hit rate 0.02% among 360,000; AID 602247;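 active means activation above the run cutoff, the mean activation of all test compounds plus 3 SD, cut at about 40% in these data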;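 further: peak over basal fluorescence ratio in a 140 s read after ATP addition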
CRFBP-R2 block: blocks CRF-induced signaling of the CRF-BP/CRF-R2 complex. hit rate 0.59% among 350,000. HEK293 CRF-R2/CRF-BP, CRF-induced calcium fluorescence. inhibition, % at 11.8 µM. AID 588475;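 active means inhibition of the ligand-induced calcium signal above about 50% at the single tested concentration, limit read from the data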
CHRM5 antagonist: CHRM5 antagonism in calcium assay; P08912; CHO-hM5 cells, Fluo-8 calcium fluorescence, ACh EC80; inhibition, % at 3 µM; hit rate 0.59% among 360,000;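 active means inhibition above a per-plate cutoff, the mean of that plate's test compounds plus 3 SD, cut at about 27% in these data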;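 further: 0% = acetylcholine EC80 with DMSO and 100% = DMSO without agonist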
M5 PAM: positive allosteric modulators of human muscarinic M5 receptor. CHO-K1 hM5, Fluo-8 calcium, ACh EC20 PAM; 0% = ACh EC20, 100% = ACh EC100. activation, % at 3 µM. hit rate 0.3% among 360,000. AID 624038;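 active means activation above the run cutoff, the mean activation of all test compounds plus 3 SD, cut at about 18% in these data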
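Assay system: CHO-K1 hM5 cells / Incubation: Fluo-8 loading 80 min at 37 °C plus 30 min room temperature / Technique: Fluo-8 calcium dye fluorescence, kinetic read / Repeats: single replicate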
CRFR2-BP ag: CRF-BP/CRF-R2 complex agonism | hit rate 0.46% among 350,000 | AID 588473 | activation, % at 13.2 µM | HEK293 CRF-R2/CRF-BP, calcium dye fluorescence (FLIPR); percent of saturating CRF peptide response;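 active means activation of at least 50%, plus an integration ratio under a set limit after plate pattern correction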;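 further: plate controls were neutral control wells without compound for no effect and CRF at EC100 for full effect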
* hit, by the source's call.

SMILES | M5 ag | TAAR1 ag | TAAR1 antagonist | CHRM4 PAM | CHO-K1 Ca PAM | CRFBP-R2 block | CHRM5 antagonist | M5 PAM | CRFR2-BP ag
CC1CCN(c2c(NCC3CCC(C(=O)N4CCc5ccccc5C4)CC3)c(=O)c2=O)CC1 (stereo not drawn) | -3 | 0 | -28 | 5 | 29 | 3 | -1 | 2 | 1.5
CCOC(=O)Cc1nnc(Nc2ccc(C(=O)NC)cc2)c2ccccc12 | 2 | 1 | -21 | -6 | -8 | -2 | 4 | -4 | -1.2
COc1ccc(NC(=O)c2cc(-c3ccc(OC)c(OC)c3)nc3ccccc23)c(OC)c1 | -1 | 10 | 43 | -14 | -16 | 5 | 10 | -8 | 2.7
CCCCC(=O)Nc1cccc(-c2nn3c(C)nnc3s2)c1 | 1 | 7 | 2 | 14 | 15 | -5 | 3 | -8 | -1.2
Cc1ccc(C(=O)N/C(=C/c2cccs2)C(=O)NCCc2c[nH]c3ccccc23)cc1 | -1 | 2 | 5 | 0 | 20 | 7 | 5 | -8 | 0.4
Cc1cc(C)nc(SC2=CS(=O)(=O)c3ccccc32)n1 | -3 | 5 | 8 | 1 | -3 | 20 | 0 | 0 | -1.6
CC12CN(C(=O)c3ccccc3)C3(C#N)CC1CCC23C (stereo not drawn) | -4 | 7 | -1 | 3 | 11 | 28 | -5 | 2 | -1.5
Nc1nc(CSc2nnnn2-c2ccccc2)nc(N2CCCc3ccccc32)n1 | -5 | 11 | 38 | -8 | 6 | 2 | 9 | -17 | -1.3
O=C(O)CC1(CC(=O)NCc2csc(-c3cccs3)n2)CCCCC1 | 0 | 3 | -12 | 6 | 2 | -3 | -11 | 13 | -1.4
CCN(CCCNC(=O)Cn1ncc2c([nH]c3ccccc32)c1=O)Cc1ccccc1 | -4 | -1 | -28 | 2 | 19 | -21 | -3 | 4 | 0.1
COc1ccc(N2CCN(c3nc4ccccn4c(=O)c3/C=C(\C#N)S(=O)(=O)c3ccccc3)CC2)cc1 | -2 | 3 | -8 | -4 | -16 | -3 | 2 | 0 | 0.4
COc1ccccc1NCC(=O)N/N=C/c1c(O)ccc2ccccc12 | -1 | 7 | 20 | -7 | 6 | -29 | 5 | -5 | 4.2
CC(C)(C)/C=N/NC(=O)CNC(=O)c1ccc2c(c1)OCCO2 | -2 | 4 | 2 | 3 | 17 | -4 | 1 | 6 | 0.0
C[C@@H]1CN([C@@H](C)CO)C(=O)c2cccc(NS(=O)(=O)c3ccc(F)cc3)c2O[C@H]1CN(C)C(=O)NC1CCCCC1 | -1 | 21 | -1 | 3 | 16 | 3 | 9 | -1 | -2.0
Cc1cccc(C(=O)NCCN(C)C)c1 | 0 | 9 | 27 | 3 | 3 | 2 | 0 | 1 | -0.2
COc1ccc(CNCC(O)(c2ccccc2)c2ccccc2)cc1 | 0 | 13 | -19 | -5 | -6 | -3 | -6 | -5 | 2.1
O=C(NNC1=NCCC1)c1cccc(Br)c1 | -9 | 6 | -4 | -3 | -19 | 2 | 8 | -10 | 1.3
Cn1cc(SCC(=O)NC2CCCCC2)c2ccccc21 | -6 | -1 | -20 | 6 | 11 | 9 | -2 | 0 | -5.1
CC[C@H](C)C(N)c1cn([C@@H](CC(N)=O)C(=O)N2CCNCC2)nn1 (stereo partly drawn) | 3 | 9 | 1 | 4 | 5 | -2 | 4 | 4 | -1.2
C/C(=C1/SC(N2CCCC2)=NC1=O)c1ccc(Br)cc1 | 1 | 8 | -50 | 5 | 20 | -5 | -2 | 5 | -0.6
CCCCc1ccc(NC(=S)N2CCN(C(=O)c3ccco3)CC2)cc1 | -7 | 7 | -27 | 3 | 10 | 4 | -13 | 7 | -0.7
COc1cccc(C(=O)N2CCN(C3CCN(Cc4ccccc4)CC3)CC2)c1OC | -9 | 0 | -4 | -18 | 10 | 4 | 1 | 1 | -3.1
COC(=O)C(CO)Nc1ncnc2onc(-c3ccc(F)cc3)c12 (stereo not drawn) | -6 | -1 | -4 | -1 | -4 | 6 | -5 | 2 | 1.4
CCOc1cc(C(=O)O)cc(Cl)c1OCC#N | 1 | 3 | 1 | 6 | 16 | -24 | 0 | 2 | 0.7
CC(C)C(=O)c1cn(CC(=O)NCC2CCCO2)c2ccccc12 (stereo not drawn) | -4 | 2 | -11 | 10 | 3 | -5 | 0 | 7 | -1.4
O=S(=O)(Nc1cccc(-n2cnnn2)c1)c1ccc(F)cc1 | -3 | 1 | -1 | 6 | 2 | 5 | -27 | 15 | -1.4
CN(C)S(=O)(=O)c1cccc(COC(=O)CNC(=O)c2ccc(Br)o2)c1 | 7 | 1 | -7 | 0 | -11 | -1 | 3 | 0 | 0.0
O=C(O)CN=C(NS(=O)(=O)c1ccc(Cl)cc1)c1ccccc1 | -4 | 2 | -30 | 3 | 1 | -11 | 0 | 7 | -2.3
COc1ccc(NS(=O)(=O)c2cccc(C(=O)NNC(=O)CNC(=O)c3cccc(C)c3)c2)cc1 | -2 | 1 | -16 | 4 | -24 | -15 | 8 | 0 | 0.5
C#CCOCCOCCOCCNc1nc(N2CCOCC2)nc(N2CCN(C(=O)[C@H](Cc3ccc(O)cc3)n3cc([C@@H](N)C(C)CC)nn3)CC2)n1 (stereo partly drawn) | 2 | 10 | 7 | 3 | 16 | 1 | -2 | 4 | 0.2
COc1ccc(N(Cc2cc3ccccc3[nH]c2=O)C(=O)C2CCCO2)cc1 (stereo not drawn) | -1 | 4 | -13 | 4 | -4 | 7 | 1 | 4 | 0.7
S=C(Nc1ccc(Cl)cc1)Nc1ccc2c(c1)OCCO2 | 1 | 7 | 2 | 4 | 16 | 25 | 3 | -1 | -0.5
Cc1ccc(-n2c(SCC(=O)Nc3ccc4c(c3)OCO4)nnc2-c2cccs2)cc1 | 0 | 1 | 2 | 8 | -1 | -7 | 1 | 3 | -2.5
O=C(c1ccc(Br)o1)N1CCN(Cc2ccc3c(c2)OCO3)CC1 | -4 | -1 | 10 | 23 | 10 | 5 | -3 | -2 | 0.0
O=C1CSC(=Nc2ccc(O)cc2)N1 | -1 | -1 | -3 | 1 | -2 | 2 | 8 | -7 | -1.8
S=c1[nH]nc(-c2cc(-c3ccccc3)n[nH]2)n1/N=C/c1c(Cl)cccc1Cl | -5 | 3 | -23 | -12 | 4 | -9 | 7 | -4 | 0.8

Molecules above that contain an NH in an aromatic ring, in the order listed:
SMILES | M5 ag | TAAR1 ag | TAAR1 antagonist | CHRM4 PAM | CHO-K1 Ca PAM | CRFBP-R2 block | CHRM5 antagonist | M5 PAM | CRFR2-BP ag
Cc1ccc(C(=O)N/C(=C/c2cccs2)C(=O)NCCc2c[nH]c3ccccc23)cc1 | -1 | 2 | 5 | 0 | 20 | 7 | 5 | -8 | 0.4
CCN(CCCNC(=O)Cn1ncc2c([nH]c3ccccc32)c1=O)Cc1ccccc1 | -4 | -1 | -28 | 2 | 19 | -21 | -3 | 4 | 0.1
COc1ccc(N(Cc2cc3ccccc3[nH]c2=O)C(=O)C2CCCO2)cc1 (stereo not drawn) | -1 | 4 | -13 | 4 | -4 | 7 | 1 | 4 | 0.7
S=c1[nH]nc(-c2cc(-c3ccccc3)n[nH]2)n1/N=C/c1c(Cl)cccc1Cl | -5 | 3 | -23 | -12 | 4 | -9 | 7 | -4 | 0.8

(next part)
SMILES | M5 ag | TAAR1 ag | TAAR1 antagonist | CHRM4 PAM | CHO-K1 Ca PAM | CRFBP-R2 block | CHRM5 antagonist | M5 PAM | CRFR2-BP ag
CC1(C)CC(=O)C(N=Nc2cccc(F)c2C#N)=C(O)C1 | -12 | 0 | 0 | 6 | 13 | 13 | 7 | -7 | 0.3
COc1cc(NC(=O)COC(=O)c2ccccc2SCC(=O)N2CCCC2)cc(OC)c1 | -1 | 5 | 4 | -3 | -14 | 7 | 6 | -6 | -2.0
CN(C(=O)c1ccc(NC(=O)Cc2cccc([N+](=O)[O-])c2)cc1)C1CCCC1 | 5 | 10 | 22 | 1 | -7 | 0 | 9 | -7 | -0.1
O=C(COc1ccc(-c2ccccc2)cc1)N/N=C/c1cccnc1 | -4 | 5 | 13 | -9 | 3 | 0 | 7 | -5 | -1.0
Oc1ccccc1C1CC(c2cccs2)=NC(c2cccc(Br)c2)N1 (stereo not drawn) | 5 | 2 | -6 | -5 | 11 | -23 | 2 | -2 | 5.9
Oc1ccc2ccccc2c1N=Nc1ccccn1 | -8 | 9 | 10 | -4 | 8 | 13 | 0 | 0 | -3.0
CC(C)(CO)NC(=O)CC1C(=O)NCCN1Cc1ccc(-c2ccccc2)cc1 (stereo not drawn) | -2 | 5 | -3 | 4 | 17 | 4 | -2 | 0 | 1.3
C=C(C)CC(NCc1ccco1)c1ccc(OC)cc1 (stereo not drawn) | -3 | 13 | 4 | 10 | 18 | -11 | 20 | -3 | -0.8
COCCC(=O)N1CCc2c([nH]c3ccccc23)C1C(C)(C)C (stereo not drawn) | 2 | 4 | -6 | 0 | 9 | -11 | 7 | 5 | 0.4
O=C(NCc1cccc(Cl)c1)C1=CC=CN2CCS(=O)(=O)N=C12 | -4 | 2 | -12 | 6 | -1 | 4 | 3 | 4 | 1.3
Cc1ccc([C@@H]2[C@@H]3C(=O)N(c4ccccc4)C(=O)[C@@H]3[C@]3(C)C(=O)N(Cc4ccccn4)CC(=O)N23)o1 | 2 | 7 | 10 | 7 | 9 | -1 | 3 | 7 | 2.0
Cc1ccc(NC(=O)c2cc3ccccc3o2)cc1Cl | -5 | 3 | 12 | 1 | -1 | -11 | 6 | 2 | 0.8
O=C(CSc1nc(-c2ccco2)cc(C(F)(F)F)n1)Nc1ccc(C(=O)N2CCOCC2)cc1 | 1 | 11 | 11 | 0 | 6 | -23 | -2 | -4 | 1.8
COc1ccc2c(c1)c(C(=O)CN1CCOCC1)c(C)n2C | -2 | 5 | 4 | 5 | 14 | 15 | 2 | -4 | 0.3
CCc1ccccc1N(CC)C(=O)C1CCN(c2ncnc3c2nc2n3CCCCC2)CC1 | -2 | 3 | -15 | -1 | -11 | 6 | -14 | -2 | -1.0
COc1ccc(-c2onc3ccc(Br)cc23)cc1 | -2 | 3 | -20 | -6 | -13 | -26 | 1 | -2 | 15
O=C(c1ccccc1)N1CCC(c2nc(-c3ccc(S(=O)(=O)N4CCOCC4)cc3)no2)CC1 | 4 | 20 | 5 | -5 | 20 | 27 | 8 | -12 | 0.2
O=S(=O)(NCCc1ccncc1)c1ccc(Br)cc1 | -4 | -2 | 10 | -4 | 24 | 15 | -1 | 5 | -0.8
O=C(O)c1ccc2c(c1Nc1ccccc1)C(=O)c1ccccc1C2=O | -3 | -3 | -18 | 1 | 8 | 9 | 8 | -5 | -0.6
COCCNC(=O)COC(=O)c1cc(-c2ccc(OC)cc2)nc2ccccc12 | -3 | 3 | 21 | -8 | -2 | 6 | -2 | -6 | -1.3
O=C(CSc1n[nH]c(=O)n1Cc1ccco1)N1CCOCC1 | -4 | 1 | -4 | 3 | 5 | 13 | 2 | 6 | 0.8
CCCCn1c(SCC(=O)NCCc2ccc(OC)c(OC)c2)nc2c1c(=O)n(C)c(=O)n2C | -4 | 2 | -2 | -2 | 17 | 24 | -2 | 7 | -5.0

High-throughput results from PubChem.
